Rac1 act GTP bind = human Rac1 activated mutant GTP binding change. GST-Rac1 activated beads, fluorescent GTP binding, flow cytometry; actives lie on both sides; 100% means binding = to untreated wells. percent activity (GTP binding), % at 10 µM. 190,000 compounds, 0.11% hits;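 active = GTP binding at least 20 percentage points away from the 100% baseline, in either direction, so actives lie on both sides; inconclusive = Compound likely fluorescent itself, or too few beads counted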
Cdc42 wt GTP = changes GTP binding to wildtype human Cdc42 | GST-Cdc42 beads, Bodipy-GTP binding, flow cytometry; actives lie on both sides | percent activity (GTP binding), % at 10 µM | 190,000 compounds, 0.2% hits | AID 761;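 active = percent activity GTP binding at least 20 points away from the 100% baseline, either down as inhibitor or up as activator; inconclusive = compound flagged as likely green fluorescent from well-wide comparison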;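 note: median bead fluorescence of bound Bodipy-FL-GTP at 100 nM; 0% = excess unlabeled GTP control and 100% = no compound control; below 100% means less GTP binding so inhibitor and above means activator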
Target sequence (P60953 whole entry, looked up): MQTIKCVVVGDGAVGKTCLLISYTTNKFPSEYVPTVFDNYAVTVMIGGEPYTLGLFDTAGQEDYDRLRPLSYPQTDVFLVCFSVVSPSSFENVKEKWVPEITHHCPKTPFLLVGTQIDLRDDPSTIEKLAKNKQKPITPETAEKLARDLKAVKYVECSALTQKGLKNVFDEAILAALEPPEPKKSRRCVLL
Rac1 wt modul = modulators of human Rac1 wildtype GTP binding. P63000. GST-Rac1 beads, fluorescent GTP binding, flow cytometry; actives lie on both sides; 0 = cold GTP competed, 100 = untreated. GTP binding activity (% of control), % at 10 µM. 190,000 compounds, 0.27% hits;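 active = GTP binding activity at least 20 points away from the 100% control level, either lower or higher; inconclusive = compound flagged as likely green fluorescent, judged across all proteins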
Pf gamet viab = kills late stage P. falciparum gametocytes | P. falciparum stage V gametocytes, ATP luminescence, 24 h | inhibition, % at 10.9 µM | 150,000 compounds, 0.065% hits;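 active = inhibition above the mean plus 3 SD of compounds within the control limits, set per campaign, cut at about 38% in these data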;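 note: 0% = DMSO wells and 100% = medium only without gametocytes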
HRas wt GTP bind = modulators of GTP binding to human HRas wildtype; GTP binding activity, % at 10 µM; AID 759; 190,000 compounds, 0.14% hits; P01112; GST-Ras wt beads, Bodipy-FL-GTP binding, flow cytometry; actives lie on both sides;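 active = GTP binding activity at least 20% away from the 100% baseline, either lowered as inhibitor or raised as activator; inconclusive = flagged as likely green fluorescent, judged across all proteins in the well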;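 note: 0% = unlabeled GTP competition control and 100% = no-compound control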
Target sequence (P01112 whole entry, looked up): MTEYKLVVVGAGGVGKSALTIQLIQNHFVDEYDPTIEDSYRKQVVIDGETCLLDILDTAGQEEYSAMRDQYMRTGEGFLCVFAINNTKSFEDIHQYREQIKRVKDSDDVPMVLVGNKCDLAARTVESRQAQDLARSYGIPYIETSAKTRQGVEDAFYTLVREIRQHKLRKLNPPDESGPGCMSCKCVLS
Rab7 wt modul = modulators of GTP binding to dog Rab7 wildtype GTPase; GTP binding activity (percent of control), % at 10 µM; 190,000 compounds, 0.055% hits; GST-Rab7 beads, fluorescent GTP binding, flow cytometry; actives lie on both sides; untreated = 100%, excess cold GTP = 0%; AID 758;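 active = fluorescent GTP binding to Rab7 beads changed by at least 20 points from the 100% baseline, either direction, mostly lower; inconclusive = compound itself probably fluorescent, or too few beads counted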;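 note: median green fluorescence of bound Bodipy-FL-GTP per Rab7 bead population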
Avidin bead fluor = compound fluoresces at 488/530 nm on avidin beads. compound fluorescence 488/530 nm, flow cytometry; hits give high values. fluorescence (KMESF) at 10 µM. 220,000 compounds, 0.38% hits; in the data active = fluorescence above about 47; note: inactives centre near 10
Mcl1 Noxa PPI = Mcl-1/Noxa interaction inhibition; Q07820; TR-FRET Mcl-1/Noxa peptide binding, 2 h; inhibition, % at 21.7 µM; 220,000 compounds, 1.5% hits; AID 1022;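 active = compounds that cut the protein-peptide binding signal by more than 50% relative to plate controls in a single-dose test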;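 note: His-tagged Mcl-1 with rhodamine Noxa BH3 peptide and terbium anti-His antibody; 0% = Mcl-1 plus Noxa peptide wells and 100% = peptide-only wells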
Target sequence (Q07820 whole entry, looked up): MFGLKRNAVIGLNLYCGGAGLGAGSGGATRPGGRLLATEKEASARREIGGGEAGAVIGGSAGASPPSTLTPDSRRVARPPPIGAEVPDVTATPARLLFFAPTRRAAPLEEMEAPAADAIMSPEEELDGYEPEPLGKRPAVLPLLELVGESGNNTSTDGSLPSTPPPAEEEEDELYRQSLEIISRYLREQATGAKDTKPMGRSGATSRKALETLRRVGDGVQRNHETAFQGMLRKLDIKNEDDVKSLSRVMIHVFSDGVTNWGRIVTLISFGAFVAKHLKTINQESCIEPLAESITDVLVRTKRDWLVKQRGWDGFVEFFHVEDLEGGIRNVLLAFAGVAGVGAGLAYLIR
ABCB1 inh = inhibitors of human ABCB1 transporter, ABCG2 counter-screen; 190,000 compounds, 0.067% hits; inhibition, % at 6.6 µM; P08183; CCRF-Adr cells, JC-1 efflux, flow cytometry; in the data active = inhibition above about 40%;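 note: 0% = vehicle and 100% = reference inhibitor; higher value means more JC-1 retained so stronger ABCB1 efflux block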
ABCG2 block = inhibitors of human ABCG2 transporter, ABCB1 counter-screen; Q9UNQ0; IgMXP3 cells, JC-1 efflux, flow cytometry; inhibition, % at 6.6 µM; 190,000 compounds, 0.1% hits; AID 1325;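 active = inhibition above 80%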;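 note: 0% = DMSO and 100% = nicardipine control wells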
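Measure – % inhibition of efflux relative to nicardipine and DMSO · Test system – ABCG2 IgMXP3 and barcoded ABCB1 CCRF-Adr cell mix · Control set – nicardipine as high control, DMSO as low control · Compound – one concentration, 6.6 µM final · Signal – flow cytometry of retained JC-1 fluorescence · Timing – 10 min exposure at 25 °C with rotation, no wash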
Rab2 wt GTP = changes GTP binding to wildtype dog Rab2A, up or down; GST-Rab2 wt beads, Bodipy-GTP binding, flow cytometry; AID 760; GTP binding activity, % at 10 µM; 190,000 compounds, 0.19% hits;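 active = GTP binding activity at least 20 points away from 100%, either lowered or raised; inconclusive = signal likely due to the compound's own green fluorescence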;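 note: 0% = beads with excess unlabeled GTP and 100% = no-compound control corrected for plate trend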
Numbers without * were called inactive.

Screening O=C(COC(=O)CNC(=O)c1ccc(Br)o1)Nc1ccccc1OC(F)F returned Rac1 act GTP bind 91, Cdc42 wt GTP 87, Rac1 wt modul 89, Pf gamet viab 11, HRas wt GTP bind 89, Rab7 wt modul 102, Avidin bead fluor 16, Mcl1 Noxa PPI 13, ABCB1 inh 0.1, ABCG2 block 0 and Rab2 wt GTP 88.
For CCC(C)NS(=O)(=O)c1ccc(OCC(=O)N2CCC(C)CC2)cc1 (stereo not given) the results were Rac1 act GTP bind 99, Cdc42 wt GTP 96, Rac1 wt modul 99, Pf gamet viab 12, HRas wt GTP bind 96, Rab7 wt modul 101, Avidin bead fluor 16, Mcl1 Noxa PPI 5, ABCB1 inh 1.9, ABCG2 block 11 and Rab2 wt GTP 97.
Screening COc1ccccc1-c1nc(C(N)=O)c2[nH]c(=O)n(-c3cccc(C)c3)c2n1 returned Rac1 act GTP bind 99, Cdc42 wt GTP 102, Rac1 wt modul 102, HRas wt GTP bind 103, Rab7 wt modul 100, Avidin bead fluor 10, Mcl1 Noxa PPI 5, ABCB1 inh 0.7, ABCG2 block 11 and Rab2 wt GTP 100.
`COc1cc(CSc2ncn[nH]2)c(OC)cc1CSc1ncn[nH]1` gave Rac1 act GTP bind 93, Cdc42 wt GTP 99, Rac1 wt modul 96, Pf gamet viab -10, HRas wt GTP bind 99, Rab7 wt modul 101, Avidin bead fluor 23, Mcl1 Noxa PPI 5, ABCB1 inh 0.2, ABCG2 block 1 and Rab2 wt GTP 99.
c1ccc(-c2noc(-c3ccc4c(c3)OCO4)n2)cc1 was read as Rac1 act GTP bind 93, Cdc42 wt GTP 95, Rac1 wt modul 91, Pf gamet viab -10, HRas wt GTP bind 93, Rab7 wt modul 99, Avidin bead fluor 15, Mcl1 Noxa PPI -3, ABCB1 inh 0.5, ABCG2 block 1 and Rab2 wt GTP 95.
For O=C(/C=C/c1ccco1)NCCc1ccccc1 the results were Rac1 act GTP bind 98, Cdc42 wt GTP 105, Rac1 wt modul 107, Pf gamet viab -3, HRas wt GTP bind 104, Rab7 wt modul 109, Avidin bead fluor 13, Mcl1 Noxa PPI 11, ABCB1 inh -0.1, ABCG2 block 4 and Rab2 wt GTP 105.
Screening COc1cccc(OC)c1OCC(O)CN1CCN(c2ccccc2)CC1 (stereo not given) returned Rac1 act GTP bind 105, Cdc42 wt GTP 106, Rac1 wt modul 107, Pf gamet viab 0, HRas wt GTP bind 103, Rab7 wt modul 97, Avidin bead fluor 28, Mcl1 Noxa PPI 16, ABCB1 inh 0.8, ABCG2 block 1 and Rab2 wt GTP 101.
Screening COc1ccc(N(CC(O)CN2C(=O)NC(C)(C)C2=O)S(=O)(=O)c2ccc(C)cc2)cc1 (stereo not given) returned Rac1 act GTP bind 98, Cdc42 wt GTP 101, Rac1 wt modul 101, Pf gamet viab -31, HRas wt GTP bind 101, Rab7 wt modul 101, Avidin bead fluor 6, Mcl1 Noxa PPI -7, ABCB1 inh 0.0, ABCG2 block 0 and Rab2 wt GTP 99.
`CCCCS/C(N)=N/N=C/c1ccccc1O` gave Rac1 act GTP bind 95, Cdc42 wt GTP 96, Rac1 wt modul 97, HRas wt GTP bind 96, Rab7 wt modul 94, Avidin bead fluor 18, Mcl1 Noxa PPI 7, ABCB1 inh 0.6, ABCG2 block 5 and Rab2 wt GTP 95.
CCn1c(CCNC(=O)c2cccs2)n[nH]c1=S was read as Rac1 act GTP bind 98, Cdc42 wt GTP 101, Rac1 wt modul 105, Pf gamet viab -8, HRas wt GTP bind 101, Rab7 wt modul 102, Avidin bead fluor 17, Mcl1 Noxa PPI -3, ABCB1 inh 0.4, ABCG2 block 3 and Rab2 wt GTP 101.
For CC1Cc2ccccc2N1C(=O)CSc1nnnn1C(C)C (stereo not given) the results were Rac1 act GTP bind 97, Cdc42 wt GTP 100, Rac1 wt modul 103, Pf gamet viab 6, HRas wt GTP bind 98, Rab7 wt modul 99, Avidin bead fluor 9, Mcl1 Noxa PPI 29, ABCB1 inh 0.0, ABCG2 block 12 and Rab2 wt GTP 99.
COc1ccccc1NS(=O)(=O)c1cc(NC(=S)Nc2cc(C)cc(C)c2)ccc1Cl was read as Rac1 act GTP bind 98, Cdc42 wt GTP 100, Rac1 wt modul 98, Pf gamet viab 24, HRas wt GTP bind 98, Rab7 wt modul 102, Avidin bead fluor 15, Mcl1 Noxa PPI 21, ABCB1 inh -1.4, ABCG2 block -8 and Rab2 wt GTP 97.
CCOC(=O)C1CCN(C(=O)c2cc(S(=O)(=O)N3CCOCC3)c(Cl)cc2Cl)CC1 was read as Rac1 act GTP bind 101, Cdc42 wt GTP 101, Rac1 wt modul 103, HRas wt GTP bind 99, Rab7 wt modul 96, Avidin bead fluor 11, Mcl1 Noxa PPI -7, ABCB1 inh 0.5, ABCG2 block -1 and Rab2 wt GTP 100.
For Cc1c(NC(=O)CSc2ccc(Cl)cc2)cccc1-c1nc2cc(Cl)ccc2o1 the results were Rac1 act GTP bind 98, Cdc42 wt GTP 99, Rac1 wt modul 102, Pf gamet viab 4, HRas wt GTP bind 99, Rab7 wt modul 100, Avidin bead fluor 22, Mcl1 Noxa PPI 13, ABCB1 inh 1.1, ABCG2 block 6 and Rab2 wt GTP 97.
`CCCCS(=O)(=O)N1CN(S(=O)(=O)CCCC)C2NC(=O)NC21` (stereo not given) gave Rac1 act GTP bind 94, Cdc42 wt GTP 95, Rac1 wt modul 98, Pf gamet viab 13, HRas wt GTP bind 96, Rab7 wt modul 94, Avidin bead fluor 31, Mcl1 Noxa PPI 9, ABCB1 inh 0.7, ABCG2 block 3 and Rab2 wt GTP 94.
Screening N=c1oc2ccccc2cc1-c1nc(-c2ccc(Cl)cc2)cs1 returned Rac1 act GTP bind 93, Cdc42 wt GTP 90, Rac1 wt modul 90, Pf gamet viab -10, HRas wt GTP bind 92, Rab7 wt modul 94, Avidin bead fluor 8, Mcl1 Noxa PPI 9, ABCB1 inh -1.4, ABCG2 block -8 and Rab2 wt GTP 92.
For CCn1cc(C(=O)OCC(=O)c2ccc(Cl)cc2)c(=O)c2ccc(C)nc21 the results were Rac1 act GTP bind 93, Cdc42 wt GTP 90, Rac1 wt modul 91, Pf gamet viab 17, HRas wt GTP bind 92, Rab7 wt modul 102, Avidin bead fluor 14, Mcl1 Noxa PPI 3, ABCB1 inh -1.0, ABCG2 block 14 and Rab2 wt GTP 91.
Cc1ccc(NC(=S)NC(=O)c2ccc(F)cc2)cc1S(=O)(=O)Nc1ccccc1Cl was read as Rac1 act GTP bind 93, Cdc42 wt GTP 92, Rac1 wt modul 95, Pf gamet viab -18, HRas wt GTP bind 93, Rab7 wt modul 94, Avidin bead fluor 2, Mcl1 Noxa PPI -4, ABCB1 inh -1.5, ABCG2 block -11 and Rab2 wt GTP 92.
For COc1ccc(OC)c(NC(=O)CCN2CCCC(C)C2)c1 (stereo not given) the results were Rac1 act GTP bind 99, Cdc42 wt GTP 105, Rac1 wt modul 104, HRas wt GTP bind 101, Rab7 wt modul 99, Avidin bead fluor 14, Mcl1 Noxa PPI 32, ABCB1 inh 1.4, ABCG2 block 1 and Rab2 wt GTP 102.
For O=C(CSc1nnnn1-c1ccccc1)Nc1nsc(-c2ccc(Cl)cc2)n1 the results were Rac1 act GTP bind inconclusive, Cdc42 wt GTP inconclusive, Rac1 wt modul inconclusive, Pf gamet viab 7, HRas wt GTP bind inconclusive, Rab7 wt modul inconclusive, Avidin bead fluor 35, Mcl1 Noxa PPI -33, ABCB1 inh 0.4, ABCG2 block 3 and Rab2 wt GTP inconclusive.
For O=C(O)Cn1nc(-c2ccccc2)oc1=O the results were Rac1 act GTP bind 102, Cdc42 wt GTP 104, Rac1 wt modul 105, HRas wt GTP bind 101, Rab7 wt modul 97, Avidin bead fluor 22, Mcl1 Noxa PPI 17, ABCB1 inh 0.7, ABCG2 block 25 and Rab2 wt GTP 102.
For O=C(Oc1ccccc1Cl)c1ccc(-n2cncn2)nc1 the results were Rac1 act GTP bind 100, Cdc42 wt GTP 102, Rac1 wt modul 100, Pf gamet viab 18, HRas wt GTP bind 100, Rab7 wt modul 102, Avidin bead fluor 18, Mcl1 Noxa PPI 28, ABCB1 inh 0.3, ABCG2 block 3 and Rab2 wt GTP 103.
Screening Nn1c(SCC(=O)NC2CCCc3ccccc32)nnc1-c1ccc(Cl)cc1Cl (stereo not given) returned Rac1 act GTP bind 100, Cdc42 wt GTP 101, Rac1 wt modul 103, HRas wt GTP bind 98, Rab7 wt modul 98, Avidin bead fluor 12, Mcl1 Noxa PPI 36, ABCB1 inh 0.5, ABCG2 block 2 and Rab2 wt GTP 101.
O=C(CSc1ccc(-c2ccc(F)cc2)nn1)NCCc1ccccc1 was read as Rac1 act GTP bind 94, Cdc42 wt GTP 99, Rac1 wt modul 100, Pf gamet viab -4, HRas wt GTP bind 101, Rab7 wt modul 106, Avidin bead fluor 10, Mcl1 Noxa PPI -2, ABCB1 inh -0.2, ABCG2 block 5 and Rab2 wt GTP 100.
Screening Clc1ccc(C2=Nn3c(nnc3-c3n[nH]c4c3CCC4)SC2)cc1Cl returned Rac1 act GTP bind 95, Cdc42 wt GTP 96, Rac1 wt modul 98, Pf gamet viab 12, HRas wt GTP bind 96, Rab7 wt modul 95, Avidin bead fluor 27, Mcl1 Noxa PPI 4, ABCB1 inh 1.0, ABCG2 block 7 and Rab2 wt GTP 94.
Screening CC(=O)Nc1ccc(S(=O)(=O)N2CCN(CCC#N)CC2)cc1 returned Rac1 act GTP bind 97, Cdc42 wt GTP 99, Rac1 wt modul 100, HRas wt GTP bind 98, Rab7 wt modul 98, Avidin bead fluor 5, Mcl1 Noxa PPI -13, ABCB1 inh 0.2, ABCG2 block 0 and Rab2 wt GTP 98.
Screening Cc1ccc(Cn2nnnc2CN2CCC(NC(=O)C(C)(C)C)CC2)cc1 returned Rac1 act GTP bind inconclusive, Cdc42 wt GTP inconclusive, Rac1 wt modul inconclusive, HRas wt GTP bind inconclusive, Rab7 wt modul inconclusive, Avidin bead fluor 9, Mcl1 Noxa PPI 5, ABCB1 inh 0.7, ABCG2 block 1 and Rab2 wt GTP inconclusive.
For CC(=O)c1cc(OC(=O)N2CCOCC2)ccc1OC(=O)N1CCOCC1 the results were Rac1 act GTP bind inconclusive, Cdc42 wt GTP inconclusive, Rac1 wt modul inconclusive, Pf gamet viab 5, HRas wt GTP bind inconclusive, Rab7 wt modul inconclusive, Avidin bead fluor 10, ABCB1 inh -0.5, ABCG2 block -2 and Rab2 wt GTP inconclusive.

Bioassay records as filed in PubChem.
